D1 PAM: enhances dopamine response at the human D1 receptor | P21728 | HEK293 TREx D1 cells, calcium flux, dopamine EC20 potentiation | potentiation, % at 10 µM | 360,000 compounds, 0.036% hits | AID 504651; in the data active = potentiation above about 30%; note: 0% is about no effect
Target sequence (P21728 whole entry, looked up): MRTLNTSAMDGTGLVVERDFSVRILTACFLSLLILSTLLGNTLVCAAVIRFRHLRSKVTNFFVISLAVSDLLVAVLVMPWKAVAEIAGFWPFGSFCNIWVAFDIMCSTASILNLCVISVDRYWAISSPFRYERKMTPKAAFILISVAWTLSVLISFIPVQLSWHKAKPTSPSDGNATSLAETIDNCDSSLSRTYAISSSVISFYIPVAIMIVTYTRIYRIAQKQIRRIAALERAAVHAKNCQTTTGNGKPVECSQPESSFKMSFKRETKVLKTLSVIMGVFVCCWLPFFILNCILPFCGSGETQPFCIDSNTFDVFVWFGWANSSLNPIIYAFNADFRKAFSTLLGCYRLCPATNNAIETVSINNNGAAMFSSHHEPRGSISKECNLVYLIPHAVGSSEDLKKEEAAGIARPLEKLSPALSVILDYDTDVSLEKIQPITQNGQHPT
D1 antagonist: human D1 dopamine receptor antagonism; 360,000 compounds, 3.2% hits; activity change, negative = inhibition, % at 10 µM; HEK293 TREx D1 cells, calcium flux, dopamine EC80; hits give low values; AID 504652; in the data active = activity change below about -30%; note: % is set by controls: 0 for no effect and ±100 for the full control effect
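Tetracycline-induced HEK293 Trex D1 cells, force-coupled to calcium, dye-loaded; compounds added and read 180 s, then EC80 dopamine added and calcium flux tracked kinetically another 180 s.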
Vif-A3F inh: blocks the Vif interaction with APOBEC3F. HeLa A3F-eYFP + Vif (tagged APOBEC3F with the HIV-1 protein that degrades it), YFP fluorescence increase. Potency, µM (top dose mostly 46.1 µM), for inactives: top-dose activity, negative = active. 390,000 compounds, 0.2% hits; note: potency is the fitted concentration of half-maximal effect; % of control where 0% means no effect; nearly all actives have a fitted effect of over 65% in size
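HeLa cells stably expressing Vif plus C-terminally eYFP-tagged A3F were seeded, incubated overnight at 37 deg C, dosed with compound, incubated overnight again at 37 deg C. Yellow fluorescence (Ex 488/Em 500-530) reported blocked Vif-mediated A3F-eYFP degradation.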
Glioma ERSR ind: ER stress response induction in glioma; Potency, µM, inactives show top-dose activation, actives largely listed as activators; U87-MG GRP78 promoter luciferase reporter, 16 h; 420,000 compounds, 0.02% hits; note: potency is the fitted concentration of half-maximal effect; series mostly up to about 76 µM; % of control where 0% means no effect; nearly all actives have a fitted effect of over 35% in size
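Stably transfected U87-MG human glioma cells carrying a GRP78-based luminescent sensor were seeded at 1000 cells/well, pin-dosed with compounds and incubated 16 h. Luciferase reagent was then added, and end-point luminescence was read after 10 min at room temperature.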
Vif-A3G inh: blocks the Vif interaction with human APOBEC3G | AID 602310 | 410,000 compounds, 0.076% hits | Potency, µM (top dose mostly 46.1 µM), without a hit: at the highest dose activity, negative = active, usual class: inhibitors | HeLa A3G-eYFP + Vif (tagged APOBEC3G with the HIV-1 protein that degrades it), YFP fluorescence, overnight;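 note: potency is the fitted concentration of half-maximal effect; % is set by controls: 0 for no effect and ±100 for the full control effect; nearly all actives have a fitted effect of over 60% in size; hits raise eYFP signal because A3G escapes Vif-driven loss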
Target sequence (Q9HC16 whole entry, looked up): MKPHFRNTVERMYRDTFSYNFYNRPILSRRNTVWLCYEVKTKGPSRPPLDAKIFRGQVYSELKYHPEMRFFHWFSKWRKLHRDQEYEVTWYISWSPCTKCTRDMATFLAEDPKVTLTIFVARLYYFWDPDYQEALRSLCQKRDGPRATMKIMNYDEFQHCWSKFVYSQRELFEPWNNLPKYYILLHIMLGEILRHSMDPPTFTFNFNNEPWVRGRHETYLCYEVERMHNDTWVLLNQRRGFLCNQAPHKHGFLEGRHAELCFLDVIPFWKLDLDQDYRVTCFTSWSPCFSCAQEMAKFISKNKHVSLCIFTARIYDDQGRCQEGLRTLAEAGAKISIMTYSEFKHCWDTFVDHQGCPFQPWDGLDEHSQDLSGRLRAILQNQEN
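Read-out is eYFP fluorescence (Ex 488/Em 500-530) from Vif-expressing HeLa A3G-eYFP cells; more signal means A3G escaped Vif-mediated degradation. Cells plated overnight, compound pinned in, incubated overnight at 37 deg C.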
RXFP1 antagonist: blocks the human relaxin receptor RXFP1 | activity change, negative = inhibition, % at 57.5 µM | HEK293-RXFP1, relaxin-stimulated cAMP HTRF, 30 min; hits give low values | 350,000 compounds, 0.59% hits | AID 1259400;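 active = activity change of -60% or lower, but not beyond a set lower limit; inconclusive = change between -60% and -40%, or beyond the set limit; inactive = change above -40%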; note: % is set by controls: 0 for no effect and ±100 for the full control effect
D1 agonist: activates the human D1 dopamine receptor. P21728. HEK293 T-REx D1 cells, calcium flux, agonist mode. activation, % at 2 µM. 360,000 compounds, 1% hits; in the data active = activation above about 30%; note: 0% is about no effect
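Inducible HEK293 T-REx D1 cells, force-coupled to calcium signalling, were plated at 4000 cells/well with tetracycline and held overnight at 30 C. After no-wash calcium dye loading, compound-evoked calcium rise over 180 s flagged agonists.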
RXFP1 agonist: activates the human relaxin receptor RXFP1 | Q9HBX9 | HEK293T-RXFP1 cAMP TR-FRET, 30 min; response scale: percent of porcine relaxin response, buffer zero | Potency, µM (series often up to 57.5 µM), inactives show top-dose activation, hits mostly activators | 370,000 compounds, 0.3% hits; note: potency is the fitted concentration of half-maximal effect; % is set by controls: 0 for no effect and ±100 for the full control effect; nearly all actives have a fitted effect of over 60% in size; many of its hits are not listed in these tables
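HEK293 cells stably expressing RXFP1, treated 30 min at 37C with compounds plus PDE4 inhibitor Ro 20174; cAMP measured by HTRF TR-FRET. Normalized to buffer and 29 nM porcine relaxin; EC50 by Hill fit.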
D2 potentiator: positive allosteric modulators of human D2 dopamine receptor. P14416. HEK293 T-REx D2, calcium flux, EC20 dopamine potentiation. potentiation, % at 10 µM. 340,000 compounds, 0.34% hits;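 active = potentiation over 3 SD above the plate norm, cut at about 30% in these data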; note: 0% is about no effect
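Potentiation of an EC20 dopamine calcium response is measured in a force-coupled, tetracycline-inducible Hek293 Trex D2 line. Compound-only kinetic reads over 180 s flag agonists before dopamine addition.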
* marks the source's active call; other numbers are inactive results; ? = inconclusive; / = not tested or not shown; & = joins results of further samples. Unless noted, calls come from the whole dose curve; as a rule, active = well fitted curve in the direction sought with a large enough effect; inconclusive = small, poorly fitted or top-dose-only effect, or another doubt; inactive = no such curve, though single readings can be large; an effect the other way counts as inactive or inconclusive. An excerpt; rates above refer to the full screens.

SMILES	D1 PAM	D1 antagonist	Vif-A3F inh	Glioma ERSR ind	Vif-A3G inh	RXFP1 antagonist	D1 agonist	RXFP1 agonist	D2 potentiator
CCOc1ccc(-c2ccc(SCC(=O)N3CCN(c4ccccc4)CC3)nn2)cc1	1	-25	/	/	/	/	-1	3.7%	9
COc1cc(NS(=O)(=O)c2ccc(NC(=O)/C=C/c3ccc([N+](=O)[O-])cc3)cc2)ncn1	-5	5	0%	-7%	0%	6	0	2.6%	9
Cn1ccnc1SCC(=O)NC1CCCCC1	-1	10	4%	-1%	1%	5	6	0.1%	7
O=C(Cc1ccc2c(c1)CCCC2)Nc1ccccc1Br	-3	-4	-1%	5%	-2%	-10	1	0.2%	10
COCCCNc1nc2c(c(=O)n(Cc3ccc(Cl)cc3)c(=O)n2C)n1C	1	-29	-14%	-3%	0%	-1	6	1.2%	-5
Cn1c(SCC(=O)N2CCc3ccccc32)nnc1C1CC1	-5	-11	0%	-2%	-1%	-3	1	2.3%	15
Cc1cc(C)n2nc(SCC(=O)N(Cc3ccccc3)C3CCS(=O)(=O)C3)nc2n1 (stereo not given)	-6	1	1%	-3%	0%	-4	0	21%	-3
O=C(Nc1nc(-c2ccc3c(c2)OCCO3)cs1)C1CCCC1	1	-27	-12%	-1%	0%	-3	2	-0.3%	1
OCc1ccccc1N=Cc1cccnc1	-10	2	-23%	0%	0%	-3	3	0.8%	16
CCOCCCNC(=S)N1CCN(c2nc(-c3ccc(F)cc3)cs2)CC1	-9	-31*	-9%	1%	2%	0	6	0.2%	/
CC(=O)N1CCCc2cc(S(=O)(=O)N3CCC(C(=O)NCc4cccc(C)c4)CC3)ccc21	-2	14	-5%	6%	3%	-18	0	-0.7%	-3
CCCn1c(N)c(N(CCOC)C(=O)c2ccccc2)c(=O)[nH]c1=O	0	-36*	-13%	-3%	-5%	4	5	-0.2%	-11
O=C(NC(=S)Nc1ccc(O)cc1)c1cncc(Br)c1	/	/	-2%	4%	0%	1	/	/	/
COc1ccc(-c2csc3nc(-c4cccnc4)nc(Cl)c23)cc1OC	-5	-1	0%	-2%	-11%	12	11	-0.9%	14
CCOc1ccc(NC(=O)CN(C)C(=O)CCNC(=O)c2ccccc2Cl)cc1OCC	-1	-2	-15%	-2%	-1%	-9	3	0.1%	18
O=C(O)c1c(Cl)cccc1Cl	-2	/	-2%	-2%	2%	/	1	-0.9%	-2
O=C(NNc1ccccc1)C(=O)NNS(=O)(=O)c1ccc(CCCl)cc1	-2	4	-16%	-2%	-12%	1	1	-0.3%	5
CSc1nc(N)nc2c1ncn2C1OC(CO)C(O)C1O (stereo not given)	/	/	8%	-2%	2%	14	/	/	/
COc1ccc(C2=NOC(Cn3nc(C(=O)NCc4ccco4)cc3-c3ccccc3)C2)cc1 (stereo not given)	-4	1	2%	-4%	1%	/	7	0.5%	-23
COc1ccc(OC)c(N2CC(O)=C(c3nc4ccccc4s3)C2=N)c1	-4	-1	0%	-4%	-5%	-10	4	1.3%	/
C[C@@H]1CCC[C@H](C)N1NC(=O)c1ccc(Cl)c(S(N)(=O)=O)c1	-2	-18	-2%	-2%&-5%	-3%	/	-1	-0.7%	-7
C=CCOc1ccc(C2NC(=S)NC3=C2CCc2ccccc23)cc1 (stereo not given)	-2	13	-1%	0%	-3%	-24	1	3.7%	12
CCC(=O)c1cc(F)c(N2CCN(C(=O)c3ccco3)CC2)cc1C	1	-17	5%	-2%	4%	2	12	2.0%	-3
CC(C)=CCCC(C)CN1CCC(N2CCC(C(=O)N3CCOCC3)CC2)CC1 (stereo not given)	2	-5	0%	-3%	0%	-10	3	0.6%	6
Cc1oc2ncn(CC(C)C)c(=O)c2c1C(=O)NCCCN(Cc1ccccc1)C(C)C	-3	-5	-7%	-3%	-2%	/	1	-4.2%	4

Next part (six carried over from the part before).
SMILES	D1 PAM	D1 antagonist	Vif-A3F inh	Glioma ERSR ind	Vif-A3G inh	RXFP1 antagonist	D1 agonist	RXFP1 agonist	D2 potentiator
COc1ccc(OC)c(N2CC(O)=C(c3nc4ccccc4s3)C2=N)c1	-4	-1	0%	-4%	-5%	-10	4	1.3%	/
C[C@@H]1CCC[C@H](C)N1NC(=O)c1ccc(Cl)c(S(N)(=O)=O)c1	-2	-18	-2%	-2%&-5%	-3%	/	-1	-0.7%	-7
C=CCOc1ccc(C2NC(=S)NC3=C2CCc2ccccc23)cc1 (stereo not given)	-2	13	-1%	0%	-3%	-24	1	3.7%	12
CCC(=O)c1cc(F)c(N2CCN(C(=O)c3ccco3)CC2)cc1C	1	-17	5%	-2%	4%	2	12	2.0%	-3
CC(C)=CCCC(C)CN1CCC(N2CCC(C(=O)N3CCOCC3)CC2)CC1 (stereo not given)	2	-5	0%	-3%	0%	-10	3	0.6%	6
Cc1oc2ncn(CC(C)C)c(=O)c2c1C(=O)NCCCN(Cc1ccccc1)C(C)C	-3	-5	-7%	-3%	-2%	/	1	-4.2%	4
COc1ccc(/C=C/C(=O)Nc2cccc(C(C)=O)c2)cc1	-4	-40*	6%	2%	7%	4	4	-1.2%	-11
COc1cccc(-c2nc(Cn3c(=O)cc(C)c4c(C)nn(-c5ccccc5)c43)c(C)o2)c1OC	-4	6	0%	-3%	1%	-3	4	0.3%	4
O=C(NCC1CCCO1)/C(=C/c1ccc(Cl)cc1)NC(=O)c1ccccc1 (stereo not given)	-9	-13	-9%	-5%	-3%	-7	1	2.1%	16
O=C1NC(=S)NC1=Cc1ccc(Cl)cc1Cl	/	/	-12%	3%	1%	?	/	/	/
Cc1cc(C)c(NC(=O)CSc2nc(=O)n(Cc3ccncc3)c3c2CCC3)c(C)c1	-2	/	-23%	-4%	2%	/	0	4.8%	-9
CC(C)NC(=O)c1onc(CSc2ccccc2)c1C(=O)O	1	1	1%	-3%	-12%	/	-1	-0.3%	1
O=C1NC(c2ccccc2)Oc2ccccc21 (stereo not given)	2	4	9%	-2%	0%	-1	2	2.8%	10
O=c1c(O)c(-c2cccs2)oc2ccccc12	7	28	2.8µM*	7%	?	19	252*	9.8%	1
CCN(CC)CCN1C(=O)C(O)=C(C(=O)c2cc3ccccc3o2)C1c1cccnc1 (stereo not given)	-3	-7	-7%	-1%	-2%	11	0	27%	1
Cc1ccc(S(=O)(=O)N2CCC(C(=O)OCc3ccccc3)CC2)cc1C	-4	-6	-2%	-2%	2%	2	21	-0.5%	1
O=C(NCCCn1ccnc1)c1ccc(Cl)cc1[N+](=O)[O-]	2	0	1%	-4%	2%	3	3	-0.4%	/
CN(C)c1nc(-c2ccccc2)ns1	-5	0	5%	5%	0%	-1	3	1.3%	-7
CN(Cc1ccc(Br)s1)C(=O)CNC(=O)c1ccc2c(c1)OCO2	2	23	-16%	2%	1%	-2	0	2.8%	11
O=C(CNc1cccc(C(F)(F)F)c1)N/N=C/C1CCCCC1	-5	-1	-13%	-3%	-4%	-4	2	-2.2%	11
COC(=O)c1cccc(NC(=O)CSc2nnc(C)o2)c1	-3	-5	-1%	-2%	3%	-17	3	-1.3%	-1
CCn1cc(C(=O)N[C@@H](C)C(=O)NCCCN2CCOCC2)c(=O)c2cc3c(cc21)OCO3	-5	-22	2%	-4%	3%	1	3	2.6%	11
O=C(N/N=C/c1ccccn1)c1sc2ccccc2c1Cl	-2	3	-7%	7%	-6%	3	11	-1.4%	-9
O=C(N/C(=C/c1ccc(Cl)cc1)C(=O)N1CCOCC1)c1ccccc1	3	-3	-3%	-3%	3%	4	3	1.5%	21
CC(C)(C)C(Cn1ccnc1)NC(=O)c1ccc2nc(C3CC3)oc2c1 (stereo not given)	4	13	-15%	3%	0%	-5	2	1.9%	8
CCc1ccc(O)c(C(=O)c2cnc3cc(-c4ccc(C)cc4)nn3c2)c1	-5	-9	-10%	-1%	-4%	/	-1	-1.9%	2
Cc1ccc(C)c(CSC2=NCCN2C(=O)c2cccs2)c1	-4	-1	5%	-2%	1%	-7	4	1.0%	-1
COc1cc2nc3n(c(=O)c2cc1OC)-c1cc2ccccc2cc1C(=O)NC3CC(C)C (stereo not given)	/	/	1%	1%	-10%	-1	/	/	/
O=C(COc1ncnc2cc(Cl)ccc12)c1ccc2c(c1)OCCO2	-2	-8	-15%	4%	-5%	-3	6	?	-4
CC1CN(CCCCOc2cccc(Oc3ccccc3)c2)CC(C)O1 (stereo not given)	10	6	-3%	-5%	0%	-64*	1	2.1%	-21
CCOc1ccc(S(=O)(=O)NCCCn2ccnc2)cc1	-1	-14	2%	-3%	1%	0	26	1.2%	11

Of the compounds above, 2 have a COOH group:
SMILES	D1 PAM	D1 antagonist	Vif-A3F inh	Glioma ERSR ind	Vif-A3G inh	RXFP1 antagonist	D1 agonist	RXFP1 agonist	D2 potentiator
O=C(O)c1c(Cl)cccc1Cl	-2	/	-2%	-2%	2%	/	1	-0.9%	-2
CC(C)NC(=O)c1onc(CSc2ccccc2)c1C(=O)O	1	1	1%	-3%	-12%	/	-1	-0.3%	1

Compound activity deposited in PubChem BioAssay by National Center for Advancing Translational Sciences (NCATS).
